ASM inhibitor – Inhibitors of Secretory Acid Sphingomyelinase (S-ASM): qHTS; Potency, µM (doses to about 57.5 µM), without a hit: top-dose activity change, negative = inhibition, most hits filed as inhibitors; 0.006% of 340,000 active; AID 504937, 2011; placental ASM, HMU-PC fluorogenic substrate, 60 min; Sphingomyelin phosphodiesterase (Homo sapiens), P17405; further: potency means the concentration at half of the fitted maximal effect
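Human placenta-derived ASM preincubated with compound 10 min at room temperature, then reacted with 9 uM (final) fluorogenic HMU-PC substrate for 60 min at 37 C. Stop solution raises pH to 10; fluorescence read at Ex 386/Em 447 nm.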
a7 integrin act – qHTS for Activators of Integrin-Mediated Alleviation for Muscular Dystrophy; alpha7betagal myoblasts, beta-gal FDG fluorescence, 48 h; AID 624291, 2012; Potency, µM (doses to about 38.3 µM), for the others: at the highest dose activation, usual class: activators; 0.064% of 350,000 active;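 further: potency means the concentration at half of the fitted maximal effect; 100% = response of the positive control SU9516; nearly all actives have a fitted effect of over 60% in size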
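Alpha7betagal+/- myoblasts (passage 13) were plated 16-24 hr, then exposed to compounds (1:260 dilution of DMSO stock) for 48 hours at 37C. After MPER lysis, β-galactosidase reporter activity was read as FDG fluorescence (ex 480/em 540) after 30 minutes.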
Chronic BCR inh – qHTS Assay to Find Inhibitors of Chronic Active B-Cell Receptor Signaling; 0.05% of 340,000 active; AID 493014, 2011; Potency, µM (titrated, usually from 46.1 µM), for the others: at the highest dose ratio change, negative = lower green/red ratio, hits mostly inhibitors; ABC-DLBCL IkBa-CBG/CBR reporter, luminescence ratio, 4 h; active means well fitted inhibition curve with a large enough effect in the signal ratio, with a control signal flat, not every such curve was filed as active; inconclusive means small, poorly fitted or top-dose-only effect, or effect the other way, or a change in a side signal; the % refers to the signal ratio;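 further: potency means the concentration at half of the fitted maximal effect; plate controls were basal doxycycline-induced cells for no effect and cells given 10 µM MG132 for full effect; MG132 reads +100%, hits lower the ratio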
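Compounds up to 46 uM were incubated four hours with TMD8 cells whose green CBG68 luciferase is fused to IkappaBalpha; red CBR luminescence normalised the signal, and concentration-effect curves were fitted to fusion, red and ratio data.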
Giardia kill – Small Molecules that selectively kill Giardia lamblia: qHTS; Giardia lamblia trophozoite viability; activity change, % at 7.66 µM, hits read low; 0.15% of 340,000 active; AID 540267, 2011; in the data active means activity change below about -80%; inconclusive means between about -30% and that limit;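 further: parasites exposed to compound for two days anaerobically before the ATP read; on the % scale 0 is the no-effect control and ±100 the full control effect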
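Each well holds 100 Giardia trophozoites and compound. After two days (48 hrs) at 37 deg C in anaerobic conditions, ATP is quantified by luminescence.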
PKM2 act – qHTS Assay for Activators of Human Muscle isoform 2 Pyruvate Kinase. 0.34% of 260,000 active. purified PKM2, Kinase-Glo ATP luminescence, activation; response scale: 0% is enzyme alone, no compound. Pyruvate kinase PKM (Homo sapiens), P14618. Potency, µM (doses to about 57.5 µM), without a hit: at the top dose activation, most hits filed as activators; further: potency means the concentration at half of the fitted maximal effect; on the % scale 0 is the no-effect control and ±100 the full control effect; nearly all actives have a fitted effect of over 55% in size
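Purified hPK-M2 (>95% pure) converted ADP (0.1 mM final) to ATP with 0.5 mM PEP in 50 mM imidazole pH7.2, KCl, MgCl2, Tween 20, BSA; 1 h at room temperature. ATP detected by Kinase-Glo luminescence.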
Tb PFK inh – qHTS Assay to Find Inhibitors of T. brucei phosphofructokinase | AID 485367, 2010 | 0.17% of 330,000 active | T. brucei PFK, ADP-Glo luminescence | Potency, µM (series often up to 57.5 µM), for inactives: top-dose activity, negative = inhibition, actives largely listed as inhibitors;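 further: potency means the concentration at half of the fitted maximal effect; 0% = uninhibited 1x PFK enzyme wells and -100% = no-enzyme wells; nearly all actives have a fitted effect of over 60% in size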
Target sequence (O15648 whole entry, looked up): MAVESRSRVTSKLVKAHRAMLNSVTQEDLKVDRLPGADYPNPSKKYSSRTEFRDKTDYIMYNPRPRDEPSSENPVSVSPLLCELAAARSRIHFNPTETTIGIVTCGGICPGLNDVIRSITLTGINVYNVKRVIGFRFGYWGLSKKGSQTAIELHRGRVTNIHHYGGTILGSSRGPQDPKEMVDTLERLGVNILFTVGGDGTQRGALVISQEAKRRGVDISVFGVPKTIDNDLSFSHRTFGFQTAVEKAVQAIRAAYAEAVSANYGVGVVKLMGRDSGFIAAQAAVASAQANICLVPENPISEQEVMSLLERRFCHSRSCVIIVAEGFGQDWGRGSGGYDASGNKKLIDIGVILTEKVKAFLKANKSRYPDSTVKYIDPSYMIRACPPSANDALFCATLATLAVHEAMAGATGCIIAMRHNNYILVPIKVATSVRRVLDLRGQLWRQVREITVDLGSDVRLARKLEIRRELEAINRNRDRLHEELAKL
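Luminescent ADP detection (ADP-Glo, two-step: ATP depletion then ADP-to-ATP conversion for luciferase) reported PFK activity after 45 min room-temperature reaction of 1.25 nM enzyme with 0.5 mM F6P and 0.1 mM ATP at pH 8.0.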
GALK inh – qHTS Assay for Inhibitors of Human Galactokinase (GALK); Potency, µM (series often up to 57.5 µM), for the others: at the top dose activity change, negative = inhibition, most hits filed as inhibitors; 0.007% of 270,000 active; Purified GALK, Kinase-Glo residual ATP luminescence; AID 1868, 2009; further: potency means the concentration at half of the fitted maximal effect; on the % scale 0 is the no-effect control and ±100 the full control effect
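5 nM enzyme, 35 uM ATP, 100 uM galactose, 20 mM HEPES pH8.0, 5 mM MgCl2; 1 h RT; residual ATP by Kinase-Glo Plus luminescence, qHTS format.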
Menin MLL FP TR – qHTS Assay for Inhibitors Targeting the Menin-MLL Interaction in MLL Related Leukemias: Competition With Texas Red Labeled MLL-derived Mutant Peptide; Menin + Texas Red MLL mutant peptide, fluorescence polarization; Potency, µM (top dose mostly 61.6 µM), inactives show at the highest dose FP activity change, negative = inhibition, actives largely listed as inhibitors; 0.23% of 270,000 active; active means well fitted inhibition curve with a large enough effect in the polarisation, with a control signal flat, not every such curve was filed as active; inconclusive means small, poorly fitted or top-dose-only effect, or effect the other way, or a change in a side signal; inactive means no such curve, though single readings can be large or run the other way; the % refers to the polarisation; further: potency means the concentration at half of the fitted maximal effect; % of control where 0% means no effect; many of its hits are not listed in these tables
B2AR arrestin – qHTS assay of beta-arrestin-biased ligands of beta2-adrenergic receptor; beta-arrestin recruitment to beta2AR, cell-based reporter; 0.02% of 330,000 active; AID 492947, 2010; Beta-2 adrenergic receptor (Homo sapiens), P07550; Potency, µM (titrated, usually from 46.1 µM), for the others: at the top dose activation, hits mostly activators;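 further: potency means the concentration at half of the fitted maximal effect; 0% = DMSO controls and full agonism = EC100 isoproterenol or metaproterenol; nearly all actives have a fitted effect of over 65% in size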
Coupling enz – qHTS Assay for Inhibitors of Fructose-1,6-bisphosphate Aldolase from Giardia Lamblia: Coupling assay counterscreen | coupling enzyme system counterscreen, AmpLite Red fluorescence | activity change, negative = inhibition, % at 58.2 µM, hits read low | AID 2472, 2010 | 0.67% of 290,000 active; in the data active means activity change below about -30%; further: on the % scale 0 is the no-effect control and ±100 the full control effect
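Counterscreen lacking aldolase: glyceraldehyde-3-phosphate coupling-enzyme reagent preincubated 10 min at RT with compound (at 57.5 uM final), then substrate/coupling system with AmpLite Red added; fluorescence read at 525/598 nm after 20 min RT.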
TSG101-PTAP inh – qHTS Assay for Iinhibitors of HIV-1 Budding by Blocking the Interaction of PTAP/TSG101. Fluorescence polarization, FITC-PTAP peptide / Tsg101 binding. AID 493005, 2010. 340,000 tested, under 10 active. Tumor susceptibility gene 101 protein (Homo sapiens), Q99816. Potency, µM (doses to about 115 µM), for inactives: at the highest dose activity change, negative = inhibition, actives largely listed as inhibitors; active means well fitted inhibition curve with a large enough effect in the main read-out, with a control signal flat, not every such curve was filed as active; inconclusive means small, poorly fitted or top-dose-only effect, or effect the other way, or a change in a side signal; inactive means no such curve, though single readings can be large or run the other way; further: potency means the concentration at half of the fitted maximal effect; % of control where 0% means no effect
Target sequence (Q99816 whole entry, looked up): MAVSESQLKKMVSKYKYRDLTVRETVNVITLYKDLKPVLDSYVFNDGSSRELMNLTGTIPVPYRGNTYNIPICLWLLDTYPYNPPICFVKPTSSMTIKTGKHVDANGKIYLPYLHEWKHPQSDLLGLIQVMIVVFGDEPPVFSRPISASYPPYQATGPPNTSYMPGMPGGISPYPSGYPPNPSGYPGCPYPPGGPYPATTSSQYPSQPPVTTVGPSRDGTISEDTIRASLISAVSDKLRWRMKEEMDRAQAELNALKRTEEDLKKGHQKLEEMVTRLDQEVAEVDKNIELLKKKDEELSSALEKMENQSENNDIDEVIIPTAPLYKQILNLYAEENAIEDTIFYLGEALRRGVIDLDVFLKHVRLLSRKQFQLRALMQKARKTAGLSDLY
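Fluorescence anisotropy tracks displacement of a FITC-tagged PTAP peptide (50 nM) from the Tsg101 binding domain (10 uM), following a 20 min room-temperature incubation at pH 7.5.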
* = called active by the depositor; u = inconclusive; x = no result given; [ ] = another dose, or the depositor's remark. Unless noted, the call rests on the fitted dose curve; in most records, active means well fitted curve in the direction sought with a large enough effect; inconclusive means small, poorly fitted or top-dose-only effect, or another doubt; inactive means no such curve, though single readings can be large; an effect the other way counts as inactive or inconclusive. Only part of the results is shown; the hit share may differ from the screen's.

SMILES	ASM inhibitor	a7 integrin act	Chronic BCR inh	Giardia kill	PKM2 act	Tb PFK inh	GALK inh	Menin MLL FP TR	B2AR arrestin	Coupling enz	TSG101-PTAP inh
O=C(N/N=C/c1ccc2c(c1)OCO2)c1cc2ccccc2o1	-4%	7%	-7%	-3	20%	-2%	4%	x	0.2%	2	-10%
CC1CCN(S(=O)(=O)c2ccc(C(=O)OC(C)C(=O)N(C)C3CCCCC3)cc2)CC1 (stereo not drawn)	0%	-16%	4%	4	x	-2%	x	x	-0.3%	x	-2%
CC1CCCN(C(=O)C2CCN(c3nc(-c4ccccc4)nc4c3CCC4)CC2)C1 (stereo not drawn)	x	-26%	u	-14	-1%	2%	-8%	x	-0.9%	x	-4%
Cc1cc(C)n(-c2cc(N3CCN(S(=O)(=O)c4ccc(C)c(C)c4)CC3)ccc2[N+](=O)[O-])n1	-9%	-4%	11%	15	5%	1%	-4%	x	-0.3%	-1	-1%
COC(=O)COc1ccc2c(=O)c(-c3ccccc3OC)coc2c1	2%	25%	u	3	5%	0%	-1%	-13%	0.0%	0	1%
Clc1ccc(-c2nc(NCCCN3CCOCC3)c3ccccc3n2)cc1	0%	-51%[inhibitor]	u	-20	1%	1%	2%	x	-1.1%	-3	0%
Cc1ccccc1S(=O)(=O)Cc1ccc(C(=O)NCCN2CCN(Cc3ccccc3)CC2)o1	3%	-15%	2%	u	2%	24%	-3%	-11%	0.2%	0	-4%
Cc1ccc(C(=O)NCc2ccccn2)cc1Cl	-3%	-5%	1%	10	-5%	0%	2%	3%	-0.1%	0	-5%
CCCN1CCN(CCCNC(=O)CCN2C(=O)COc3ccccc32)CC1	0%	28%	-4%	8	x	-4%	7%	x	-0.1%	x	-2%
COCCNC(=O)CSc1nc2c(n1-c1ccccc1)CCCC2	0%	27%	0%	11	-2%	4%	1%	-1%	0.0%	1	2%
Cc1ccc(-n2c(C)cc(/C=N/NC(=O)CC3(C)OCCO3)c2C)c(C)c1	-1%	-55%[inhibitor]	-18%	-3	-24%	-1%	0%	4%	-0.1%	-9	-2%
O=C(CNC(=O)C1CCCCC1)NNC(=O)c1ccccc1Br	4%	28%	-3%	0	-3%	-8%	5%	x	0.4%	x	x
Cc1nn(-c2ccc(C(=O)NCC(c3ccco3)N3CCCC3)cc2)c(C)c1Cl (stereo not drawn)	1%	-18%	-2%	-20	x	-5%	x	x	0.0%	x	2%
CCOC(=O)N1CCN(CCCc2ccccc2)CC1	2%	-26%	1%	2	2%	-4%	3%	-15%	-0.5%	7	0%
CCOC(=O)CC(N)c1ccc(OC)cc1 (stereo not drawn)	6%	16%	8%	-11	2%	1%	-1%	x	4.5%	0	-10%
O=C(CN1C(=O)c2ccccc2C1=O)OCCOCCN=C1NS(=O)(=O)c2ccccc21	8%	-17%	13%	-10	-3%	4%	0%	7%	-0.8%	0	-1%
Cn1nnnc1SCc1cc(=O)[nH]c2ccccc12	2%	-2%	0%	-8	2%	6%	-2%	-3%	-0.9%	-2	-1%
CC(C)(C#N)Nn1cnnc1	3%	20%	0%	9	-13%	13%	0%	12%	6.6%	0	-7%
COc1cc(CNc2ccc3c(c2)OCCO3)ccc1OCC(N)=O	0%	-5%	0%	-11	10%	0%	0%	15%	-0.3%	0	-2%
CCC(C)Sc1cccc(-c2nc3cc(C)ccn3c2NC2CCCCC2)c1 (stereo not drawn)	172%[activator]	-44%	2%	1	x	0%	x	x	0.4%	x	-1%
O=c1c2ccccc2c(-c2ccc(F)cc2)nn1-c1ccc(C(F)(F)F)cc1	-10%	25%	-1%	9	7%	6%	-3%	10%	0.3%	-1	-4%
Cc1ccc(C(C(=O)NC(C)(C)C)N(C(=O)CCC(=O)Nc2ccccn2)c2ccccc2F)cc1 (stereo not drawn)	42%	-1%	u	-4	-1%	-1%	13%	-21%	0.1%	-2	1%
COC(=O)c1cc2c(ccn2-c2ccc(F)cc2)n1C(C)C	-2%	-26%	20%	10	2%	0%	0%	0%	-0.8%	x	-5%
O=C(Cc1ccc(-c2ccccc2)cc1)Nc1ccccn1	-4%	u	12%	-16	x	-7%	0%	u	-1.1%	1	-5%
CCOc1cccc(CNc2ccc(O)cc2)c1OCc1ccc(Cl)cc1Cl	-15%	0%	2%	21	23%	3%	0%	u	u	-50*	-5%
C[C@H](CO)N1C[C@H](C)[C@@H](CN(C)S(=O)(=O)c2cn(C)cn2)Oc2ccc(NC(=O)Cn3cnnn3)cc2C1=O	0%	0%	-1%	15	x	0%	x	x	0.0%	x	-5%
O=c1[nH]c2cc(Cl)c([N+](=O)[O-])nc2[nH]1	-3%	24%	-4%	-17	13%	-4%	-4%	10%	-0.8%	2	-2%
CN(Cc1ccccc1)C(=O)c1nc2ccccn2c1CN1CCCC1c1nccs1 (stereo not drawn)	2%	-27%	-1%	23	6%	-6%	-4%	-17%	-0.2%	1	-4%
COc1cccc(OCCn2cc(/C=N/NC(=O)c3ccncc3)c3ccccc32)c1	x	-39%	u	-11	-4%	-11%	-3%	u	-0.7%	0	-5%
CC(=O)Nc1ccc(S(=O)(=O)N[C@@H](C)C(=O)OCC(=O)NC2CCCC2)cc1	-1%	15%	u	-8	x	3%	x	x	-0.3%	x	-5%
CCCN1C(=O)C(=O)c2cc(Cl)ccc21	6%	-44%	u	3	x	-7%	x	x	-0.4%	x	-5%
Cc1ccc(NC(=S)c2nc3ccccc3[nH]2)cc1	-3%	-18%	15%	u	-3%	0%	-1%	u	-0.3%	-1	-1%
Cc1cccc(NCc2nc3ccccc3n2Cc2ccccc2)c1	u	12%	-11%	-19	1%	1%	1%	-2%	-0.3%	-1	-3%
CC(=O)N1CCC(N(CCN2CCOCC2)C(=S)Nc2cccc(C)c2)CC1	5%	6%	-1%	-9	0%	-6%	x	-5%	0.0%	4	-7%
CC(=O)Nc1ccc(Sc2ncccc2C(=O)Nc2ccc(OC(F)(F)F)cc2)cn1	-4%	-20%	u	7	-4%	-8%	0%	7%	-0.2%	2	1%
COc1ccccc1N1CCN(Cc2cc3c(cc2[N+](=O)[O-])OCO3)CC1	-1%	12%	-2%	-4	1%	0%	-3%	-1%	0.3%	0	-5%
Cc1nc2ccc(S(=O)(=O)N(C)CC(=O)NCCc3ccccc3)cc2s1	4%	9%	3%	-5	x	-3%	6%	-8%	0.1%	-1	-17%
CC(=O)OC1CC(C)(C)N(OC(=O)c2ccc(N)cc2)C(C)(C)C1	1%	15%	0%	-3	-14%	-11%	-1%	0%	0.2%	-1	-3%
CCOc1ccccc1NC(=O)Cn1c(=O)n(-c2ccc(OC)cc2OC)c(=O)c2c(C)c(C(=O)N(CC)CC)sc21	-2%	-34%	-2%	1	-1%	0%	4%	0%	-0.2%	0	-1%
O=C(CN(c1cccc(C(F)(F)F)c1)S(=O)(=O)c1ccc(Cl)c([N+](=O)[O-])c1)NCc1ccccc1	-1%	-4%	u	-2	0%	-7%	-2%	17%	-0.8%	-4	0%
CCn1c(=O)c(C(=O)CN2CCOCC2)c(N)n(Cc2ccccc2)c1=O	5%	17%	5%	-12	-19%	3%	2%	-1%	0.2%	0	-8%
CCOC(=O)c1[nH]c(C)c(CCC(=O)OC)c1C	4%	-2%	u	5	2%	-5%	0%	-8%	-0.3%	5	-6%
COc1ccccc1C1CCN(C(=O)c2cccs2)CC1	4%	-15%	0%	4	-6%	-12%	7%	x	-0.4%	5	-11%
COc1cccc(C(=O)Nc2nnc(S(=O)(=O)N3CCCCC3)s2)c1	-4%	20%	16%	30[activator]	-12%	0%	x	u	0.4%	-32*	-1%
O=C(COC(=O)CC1CC2CCC1C2)Nc1ccc(Cl)c(S(=O)(=O)N2CCOCC2)c1 (stereo not drawn)	-9%	0%	-3%	10	x	3%	x	x	0.2%	x	-3%
O=C1CC(C(=O)Nc2ccc(Cl)c(Cl)c2)S/C(=N\N=C\c2ccco2)N1 (stereo not drawn)	-5%	22%	0%	3	3%	4%	x	x	-0.8%	3	-3%
Cc1ccc(N2CN(Cc3cccnc3)CNC2=S)c(C)c1	4%	3%	-3%	16	-3%	2%	0%	-5%	-0.4%	3	-1%
O=C(C1=COCCO1)N1CCN(S(=O)(=O)c2cccc(Br)c2)CC1	-1%	-4%	0%	6	x	6%	x	x	-2.8%	x	-3%
CCn1cc(C(=O)N2CCCC2)c(=O)c2cc(S(=O)(=O)N(C)C)ccc21	-3%	5%	u	-17	4%	-2%	0%	9%	0.5%	4	0%
